Screening results as filed in PubChem BioAssay.
NCI-60 one-dose screen, 48 h, at 10 µM unless noted. Numbers give growth in % (100 = growth as untreated, 0 = no growth, -100 = all killed).
BT-549: BT-549 breast cancer. hit rate 4.4% among 78,000
SK-MEL-5: SK-MEL-5 melanoma. hit rate 6.4% among 80,000
HS 578T: HS 578T breast cancer; hit rate 4.1% among 78,000
SK-MEL-2: SK-MEL-2 melanoma; hit rate 4.7% among 77,000
T-47D: T-47D breast cancer; hit rate 5% among 79,000; AID 1794792
LOX IMVI: LOX IMVI melanoma; hit rate 7.4% among 79,000
MDA-MB-435: MDA-MB-435 melanoma; hit rate 7.8% among 82,000; AID 1794794
SK-MEL-28: SK-MEL-28 melanoma. hit rate 4.1% among 81,000. AID 1794761
Numbers without * were called inactive; . = no result given; & = joins results of further samples; ! = not confirmed by another sample; [ ] = another dose, or the depositor's remark. How the source made its calls: active means growth percent below 10; inactive means the rest.

SMILES	BT-549	SK-MEL-5	HS 578T	SK-MEL-2	T-47D	LOX IMVI	MDA-MB-435	SK-MEL-28
CCN1[C@@H]2CC[C@H]1/C(=C\c1ccc(C)cc1)C1=C2[C@@H](c2ccc(C)cc2)C(C#N)=C(N)O1	81	64	.	.	68	91	100	104
O=C1C=C(Nc2ccccc2)C(=O)C=C1Nc1ccccc1	114	101	112	115	101	99	107	138
O=C(Nc1nc2ccccc2s1)Nc1ccccc1C(=O)O	100	93	100	104	85	97	103	106
N#Cc1c(-c2ccccc2)cc(-c2ccccc2)n(CCC(=O)O)c1=O	27	3.9*	58	9.8*	44	51	-9.9*	57
O=C(Nc1ccc(Br)cc1)Nc1cccc(-c2cc(=O)c3ccccc3o2)c1	111	.	104	101	101	103	101	105
O=[N+]([O-])c1ccccc1Nc1ccc2ccccc2c1	85	99	73	104	91	92	99	101
CC(=O)c1cc(C)oc1C	107	102	102	91	103	108	106	113
O=C(O)c1ccccc1CO	108	90	114	90	109	99	98	110
O=C(c1ccc(O)cc1)c1ccccc1O	106	106	103	109	104	100	117	106
Clc1ccc(-c2nnc(COc3ccc(C4=NNC(c5ccccn5)C4)cc3)o2)cc1 (centres undefined)	116	.	95	125	104	98	102	108
O=C(/C=C/c1ccc(F)cc1)c1ccc(-n2cc(CN3CCN(c4cc5c(cc4F)c(=O)c(C(=O)O)cn5C4CC4)CC3)nn2)cc1	108	100	104	102	101	82	107	103
CCCCCCCSc1ccc(C(=O)O)cc1	112	108	128	103	107	103	96	105
Nc1nc(=O)c2ccccc2c(=O)[nH]1	100	101	102	111	94	97	100	107
CCCCOC(=O)c1ccc(C)cc1	112	107	107	120	108	101	111	111
C=CCNC(=S)NNc1nc(C)cc(=O)[nH]1	100	100	105	122	111	103	98	108
CCN(CC)CCS(=O)(=O)CCNc1ccnc2cc(Cl)ccc12	-0.5*	29	.	15	43	11	4.0*	50
Nc1ccc(OCc2ccccc2)cc1[N+](=O)[O-]	85	96	112	96	93	90	114	113
C[N+]1(C)CCCC(C#CC[N+]2(C)CCOCC2)C1 (centres undefined)	90	105	104	118	72	93	102	105
CS(=O)(=O)Nc1ccc(C(=O)N=Nc2c(O)[nH]c3ccc(Cl)cc23)cc1	106	100	102	106	115	100	100	111
CCC(=O)N(Cc1ccc(F)cc1)NS(=O)(=O)c1ccccc1	97	106	.	102	91	.	118	115
COc1ccc(C(=O)c2cc(F)c(F)c(OC)c2F)c(OC(=O)CCl)c1OC(=O)CCl	83	87	85	77	87	64	24	91
CCCC(C)(O)C#CC(C)(O)CCC (centres undefined)	.	114	113	.	102	108	115	115
O=C(Nc1cccc(Cl)c1)c1cc(N=Nc2ccc([N+](=O)[O-])cc2Cl)ccc1O	81	43	54	-27*	54	98	90	86
COc1ccc(-c2nc3sccn3c2/C=C/C(=O)c2c[nH]c3ccccc23)cc1	59	59	75	91	56	37	89	77

The list goes on, overlapping the part above by 2 compounds.
SMILES	BT-549	SK-MEL-5	HS 578T	SK-MEL-2	T-47D	LOX IMVI	MDA-MB-435	SK-MEL-28
O=C(Nc1cccc(Cl)c1)c1cc(N=Nc2ccc([N+](=O)[O-])cc2Cl)ccc1O	81	43	54	-27*	54	98	90	86
COc1ccc(-c2nc3sccn3c2/C=C/C(=O)c2c[nH]c3ccccc23)cc1	59	59	75	91	56	37	89	77
COc1cc(-c2nc(Nc3nc4ccccc4[nH]3)nc(N)c2C#N)cc(OC)c1OC	71	.	.	59	58	69	15	72
c1ccc(C2=NN3C(C2)c2ccccc2OC3c2ccccc2)cc1 (centres undefined)	103	99	98	103	94	95	113	119
O=C(Nc1nn(-c2ccc(Cl)cc2Cl)nc1-c1ccccc1)c1ccccc1	119	110	105	106	103	83	95	104
O=C(NNc1nc2cc(F)cc(F)c2n2cccc12)c1ncccn1	21	-41*	43	23	3.1*	5.1*	25	23
CC/C(=C\c1ccc(Cl)cc1)c1ccncc1	103	110	.	99	88	92	116	119
O=S(=O)(Nc1ccc(NS(=O)(=O)c2ccccc2)c(Cl)c1)c1ccccc1	105	.	103	92	106	106	107	107
Fc1ccc(C2=NN(c3ccccc3)C(c3sc(Cl)nc3Cl)C2)cc1 (centres undefined)	98	99	97	103	85	98	101	101
C#CC(C(C)C)N(CCO)CCCC (centres undefined)	112	100	102	111	100	107	99	101
O=C(Nc1ccccc1C1=NCC(CO)O1)c1ccc(C(F)(F)F)cc1 (centres undefined)	86	105	112	87	73	104	100	94
CNC(=O)c1cc(Oc2ccc3nc(NC(=O)c4cc(Cl)cc(Cl)c4)sc3c2)ccn1	75	66	93	95	93	99	32	83
CC(C)NC(=O)c1cc(NCc2cc(O)ccc2O)ccc1O	91	94	95	112	105	99	109	114
CCN1C(=O)N(CC)C2C1NN=C1SC(c3ccccc3)=CC(=O)N12 (centres undefined)	-4.3*	38	3.2*	.	42	40	-33*	60

Structures from the list above containing an aryl methoxy group, in the order listed:
SMILES	BT-549	SK-MEL-5	HS 578T	SK-MEL-2	T-47D	LOX IMVI	MDA-MB-435	SK-MEL-28
COc1ccc(C(=O)c2cc(F)c(F)c(OC)c2F)c(OC(=O)CCl)c1OC(=O)CCl	83	87	85	77	87	64	24	91
COc1ccc(-c2nc3sccn3c2/C=C/C(=O)c2c[nH]c3ccccc23)cc1	59	59	75	91	56	37	89	77
COc1cc(-c2nc(Nc3nc4ccccc4[nH]3)nc(N)c2C#N)cc(OC)c1OC	71	.	.	59	58	69	15	72

(list continues)
SMILES	BT-549	SK-MEL-5	HS 578T	SK-MEL-2	T-47D	LOX IMVI	MDA-MB-435	SK-MEL-28
O=C1CCN(c2ccc(-c3ccco3)cc2)N1c1ccc(-c2ccco2)cc1	97	91	104	95	88	87	99	98
Cn1cnc([N+](=O)[O-])c1S(=O)(=O)Oc1cccc2ccccc12	100	93	100	85	-31*	-45*	68	85
O=C(CN1CCN(c2cc3c(cc2F)c(=O)c(C(=O)N/N=C/c2ccc(Br)cc2)cn3C2CC2)CC1)N/N=C\c1ccc(Br)cc1	84	87	97	101	82	94	94	105
CCCCn1sc(=O)n(Cc2ccc(CNC(=O)C(C)c3ccc(CC(C)C)cc3)cc2)c1=O (centres undefined)	92	79	91	93	.	98	100	112
CO[C@H]1[C@H](n2ccc(=O)[nH]c2=O)O[C@](F)(CO)[C@H]1O	97	101	99	99	88	99	99	100
COc1ccc(-c2cc(-c3ccccc3)nn(CC(=O)NCCc3ccc(OC)c(OC)c3)c2=O)cc1	107	94	104	96	71	95	111	115
O=C(O)c1ccc(-c2nn(-c3ccc(C(F)(F)F)cc3)cc2CNc2ccc(Br)cc2)cc1	85	73	73	89	70	80	75	73
COc1cc(C[C@H]2COc3cc(O)cc(O)c3C2=O)ccc1O	28	22	14	13	31	39	-22*	58
CN(CCNc1ccc(C(=N)N)cc1)c1ccc(C(=N)N)cc1	102	67	101	90	126	82	93	95
COc1cc(-c2nc(-c3nnc(-c4cccnc4)o3)c3ccccn23)cc(OC)c1OC	98	91	103	111	100	97	99	121
S=c1[nH]c2cc(-c3ccccc3)ccc2o1	.	96	98	.	96	100	103	117
NC(N)=N/N=C/c1ccc(Br)cc1	92	13	67	78	-27*	43	-33*	59

A different layout for some results above.
Values in the order: BT-549	SK-MEL-5	HS 578T	SK-MEL-2	T-47D	LOX IMVI	MDA-MB-435	SK-MEL-28
- COc1cc(C[C@H]2COc3cc(O)cc(O)c3C2=O)ccc1O
    28	22	14	13	31	39	-22*	58
- S=c1[nH]c2cc(-c3ccccc3)ccc2o1
    .	96	98	.	96	100	103	117

Additional entries follow.
SMILES	BT-549	SK-MEL-5	HS 578T	SK-MEL-2	T-47D	LOX IMVI	MDA-MB-435	SK-MEL-28
CCOC(=O)c1c(NCC(=O)Nc2ccccc2)sc2c1CCCC2	108	101	96	98	96	99	100	100
Cc1ccc(S(=O)(=O)N2CCCC2CO)cc1 (centres undefined)	87	98	80	96	100	86	111	163
CCc1ccc(SC2c3ccc(N(CC)CC)cc3Oc3nc(N)c(C#N)c(N)c32)cc1 (centres undefined)	66	-97*	9.1*	-48*	-27*	-87*	-0.8*	-19*
CCC(=O)Nc1cccc(C(=O)Nc2cccc(NC(C)=O)c2)c1	102	102	112	106	96	109	108	113
O=[N+]([O-])c1ccc(NN=C(c2ccccc2)c2ccccc2)c([N+](=O)[O-])c1	.	102	107	.	99	106	111	113
CCOC(=O)N1CCc2c(sc3c2C(=O)N(Cc2ccccc2)S(=O)(=O)N3)C1	101	102	94	107	106	101	99	109
CCOC(=O)/C=C/COC(=O)[C@@H]1CCCN1C(=O)CN	99	109	109	112	101	106	108	112
CNC(=O)c1cc(Oc2ccc3c(c2)sc2nc(-c4cc(OC)c(OC)c(OC)c4)cn23)ccn1	24	-14*	70	54	-4.7*	58	52	63
CCN(CC)Cc1cc2[nH]c3c4ccc(Cl)cc4ncc3c2cc1OC	82&75	-98*	-7.1*!	98&160	94&99	-39*	1.1*!	-90*!
COc1ccc(/C=C2/C(=O)N(c3ccccc3)N=C2N)cc1	88	98	94	92	87	.	98	99
Cc1ccn2c(NC(C)(C)CC(C)(C)C)c(-c3ccc(C)o3)nc2c1	106	88	107	103	65	95	96	107
CC1(C)OCC2OC3OC(C)(C)OC3C(OS(C)(=O)=O)C2O1 (centres undefined)	97	101	114	106	108	103	108	110
COC(=O)/C=C1\S/C(=N\NS(=O)(=O)c2ccc(C)cc2)N(Cc2ccccc2)C1=O	.	98	105	108	96	95	100	104
CC(=O)c1ccc(Nc2nc(NCc3ccccc3)c3ccccc3n2)cc1	109	101	.	119	101	.	104	103
Cc1ccc(-c2noc(CC(=O)c3ccc([N+](=O)[O-])cc3)n2)cc1	103	92	100	110	88	90	98	105
CN(C)c1ccc(/C=N/Nc2nc(N/N=C/c3ccc(N(C)C)cc3)nc(N3CCCCC3)n2)cc1	111	87	106	111	46	-73*	60	42
COc1ccc(-c2ccc(-c3ccc(-c4ccc(C(=N)N)cc4)s3)s2)cc1	99	98	100	99	93	.	106	106
Cc1ccc(Cc2c(C=O)nc(N)[nH]c2=O)c2ccccc12	88	107	109	.	95	96	107	104
O=C1/C(=C/c2c(Cl)cccc2Cl)CN(S(=O)(=O)c2ccccc2)C/C1=C\c1c(Cl)cccc1Cl	89	85	93	.	89	78	73	88
O=S(=O)(NCCNc1nccc(-c2c(-c3ccc(F)c(O)c3)nc3sccn23)n1)c1ccc(Cl)cc1	30	-18*	31	-32*	2.8*	30	3.7*	48
Cc1cccnc1F	94	101	108	93	93	96	97	97
C[C@]12C=CC(=O)C=C1CCC1C2C(=O)C[C@@]2(C)C1CC[C@]2(O)C(=O)CO (some centres undefined)	108	106	129	118	126	105	108	112
Cc1ccc2c(n1)C(=O)C(Cl)=C(Nc1ccc(C(C)C)cc1)C2=O	92	37	56	71	-47*	-66*	-81*	7.0*
O=C(Cn1cc(F)c(=O)[nH]c1=O)c1ccco1	99	101	110	104	99	99	.	112
O=C(NNS(=O)(=O)c1ccc([N+](=O)[O-])cc1)c1ccccc1	.	98	.	.	96	93	105	104
c1csc(C2Nc3ccccc3N2)c1	104	95	108	.	82	100	110	108
CN1C[C@@H]2CN(c3cccc4c3C[C@H](CN(C)[C@H]3CCCc5cccnc53)NC4)C[C@@H]2C1	85	75	91	95	81	71	94	101
Cc1onc(-c2c(Cl)cccc2Cl)c1C(=O)N[C@@H]1C(=O)N2[C@@H]1SC(C)(C)[C@@H]2C(=O)O	109	101	109	122	106	97	103	112
O=C(Cn1ccc(Nc2ccccc2)cc1=O)Nc1ccccc1	97	100	105	.	89	.	103	96
O=C(Cn1c(/C=C/c2ccccc2)nc2ccccc2c1=O)Nc1ccccc1	91	97	83	95	-11*	43	105	111
CC(=O)[C@@H]1CC[C@]2(COCCC#N)CC[C@@]3(C)[C@]4(C)CC[C@H]5C(C)(C)[C@@H](OCCC#N)CC[C@]5(C)[C@H]4CC[C@]3(C)[C@@H]12	110	95	98	89	81	93	103	115
N#C/C(=C/c1ccc([N+](=O)[O-])cc1)c1nnc(NC(=O)c2ccc(-n3c(=O)[nH]c4ccccc4c3=O)cc2)s1	107	99	101	103	86	90	105	100
C/C(=N\NC(=O)c1ccc(S(N)(=O)=O)cc1)c1cc2cc(Br)ccc2o1	94	95	92	101	71	86	88	98
CC(CO)N(C)C (centres undefined)	104	100	112	89	94	104	108	100
Cc1ccc(-c2ccn(C3=C(c4cccs4)NC(=S)NC3C)c(=O)n2)o1 (centres undefined)	80	101	107	104	70	97	108	100
CCCCCCCC(CCCCC)C(=O)OCC (centres undefined)	103	100	91	106	96	98	114	109
CCc1ccc(S(N)(=O)=O)cc1	101	95	103	116	95	101	97	94
Cc1cc(Cl)ccc1NC(=O)Nc1ccc2oc(=O)ccc2c1	135	.	113	.	105	115	101	101
COC(=O)[C@]1(C(C)C)N[C@H](c2cn(-c3ccccc3)nc2-c2ccccc2)[C@@H]2C(=O)N(c3ccc(OC)cc3)C(=O)[C@@H]21	92	110	102	96	90	105	105	106
O=Cc1ccc(F)cc1	100	100	.	129	95	101	98	102
Cc1ccccc1NC(=O)Cc1csc2[n+]1C(=O)/C(=C/c1ccc([N+](=O)[O-])cc1)S2	89	94	99	108	84	87	98	96
ClCc1cccc2c(CCl)cccc12	-74*	78	99	84	4.8*	-52*	84	84
C#COc1cccc(Nc2ncnc3cc(NC(=O)[C@@H](C)Cl)ccc23)c1	22[6.25 µM]	14[6.25 µM]	17[6.25 µM]	27[6.25 µM]	-1.1*[6.25 µM]	11[6.25 µM]	-58*[6.25 µM]	38[6.25 µM]
CC1=CSC2=NCCCCN12	109	104	111	.	95	101	94	104
NC(N)=Nc1nc2n[nH]c(N)c2c2nc3ccccc3n12	122	101	103	102	89	104	109	113
